Growth percent in the NCI-60 one-dose screen (48 h, 10 µM unless noted): 100 = growth as untreated, 0 = no growth, -100 = all killed.
OVCAR-5 – OVCAR-5 ovarian cancer | 2.9% of 82,000 active | AID 1794783
OVCAR-3 – OVCAR-3 ovarian cancer | 7% of 79,000 active
HCC-2998 – HCC-2998 colon cancer; 4.7% of 79,000 active
OVCAR-4 – OVCAR-4 ovarian cancer cells | 3.7% of 80,000 active
DU-145 – DU-145 prostate cancer; 4.2% of 81,000 active
SW-620 – SW-620 colon cancer; 5.2% of 82,000 active; AID 1794795
PC-3 – PC-3 prostate cancer cells. 3.9% of 80,000 active. AID 1794754
KM12 – KM12 colon cancer cells | 5% of 82,000 active | AID 1794800
OVCAR-8 – OVCAR-8 ovarian cancer; 4.4% of 81,000 active
* marks the source's active call; other numbers are inactive results; / = no result given; & = joins results of further samples. The calls were made as follows: active = growth percent below 10; inactive = the rest. Only part of the results is shown (hit frequency here may not be typical).

molecule,OVCAR-5,OVCAR-3,HCC-2998,OVCAR-4,DU-145,SW-620,PC-3,KM12,OVCAR-8
CCCCCCCCCC(=O)N[C@@](C)(CC)C(=O)N1CCC[C@H]1C(=O)N[C@@H](CC(C)C)C(=O)N[C@@](C)(CC)C(=O)N[C@@H](CCC(N)=O)C(=O)N[C@H](CCC(N)=O)C(=O)NC(C)(C)C(=O)NC(C)(C)C(=O)N[C@@H](CCC(N)=O)C(=O)N[C@H](CC(C)C)C(=O)N[C@H](CO)CC(C)C,-100*,-74*,-89*,-35*,-82*,-77*,-64*,-93*,-63*
Cc1cc(C)c(CCN(C)C)c(C)c1,111&101,122&106,108&102,110&106,116&102,107&102,100&98,109&103,99&103
C[C@H](c1ccccc1Cl)n1cc(C(N)=O)nn1,101,109,99,113,107,98,102,88,104
COC(=O)C1=CO[C@@H](C)[C@@H]2CN3CCc4c([nH]c5cc(OC)ccc45)[C@@H]3C[C@H]12,96,100,/,107,104,100,94,109,96
OCCNC1CCCCC1,98,112,/,111,107,108,103,107,112
C=C(C)C(=O)OCC1CO1 (stereo not given),99,112,110,116,110,111,91,103,103
C=CC(COC(C)=O)N1CC1 (stereo not given),104,115,100,105,120,101,95,100,118
COc1cc(C=C2C(=O)NC(=O)NC2=O)ccc1O,92,110,96,101,124,108,103,104,94
CC12CCC3C(C=CC45CC(O)CCC34C5)C1CCC2OC1CCCCO1 (stereo not given),99,119,121,90,118,98,104,108,110
CCCCC1(c2ccccc2)C(=O)NC(=O)NC1=O,109,105,103,119,108,107,95,108,104
ClCc1ccc(CCl)c(Cl)c1,104,108,106,98,112,105,93,108,96
C[N+](C)(C)CC1CCCC1,109,105,106,118,111,106,91,108,103
Fc1c[c-]c(-c2ccccn2)c(F)c1.[CH3-].[Pt+2].c1ccc([PH+](c2ccccc2)c2ccccn2)cc1,-48*,-22*,20,-2.3*,16,-12*,15,10,10
OC1CC2(Cl)C(Cl)=C(Cl)C1(Cl)C2(Cl)Cl (stereo not given),113,103,101,103,115,97,79,99,92
O=C(NCCCO)c1cn(Cc2ccccc2)c2ccc(OCCCO)cc12,103,104,106,112,100,99,109,98,100
CCOP(=S)(N1CC1C)N1CC1C (stereo not given),91,111,105,94,110,102,92,116,102
C[C@@H]1C[C@@H]2[C@H](CC[C@]3(C)[C@@H](O)CC[C@@H]23)[C@@]2(C)CC[C@H](O)C[C@H]12,111,107,106,117,107,103,94,105,100
O=C1NC(=O)C(=Cc2cccnc2)C(=O)N1,90,108,/,125,106,103,102,112,107
COCCCNP1(=O)OCC(C)([N+](=O)[O-])CO1 (stereo not given),113,122,113,106,111,101,104,113,115
Cc1[se]c2ccccc2[n+]1C,87,94,113,99,93,101,79,86,95
CC1=C(Cl)C(P2(=O)Oc3ccccc3-c3ccccc32)CP(=O)(c2ccccc2)C1 (stereo not given),99,88,101,123,104,100,97,98,91
CC1(C)COC(=O)C1O (stereo not given),104&105,95&107,89&118,82&94,106&112,104&100,108&98,109&98,115&102
CCC(=O)O[C@H]1CCC2C3CCC4=CC(=O)CC[C@]4(C)C3CC[C@@]21C (stereo not given in full),109,104,107,/,102,99,82,101,/
C[Se]C(=O)c1ccccc1OC(C)=O,54,55,95,85,77,80,70,89,35
CC1(CCO)C(=O)NC(=S)NC1=O,99,109,110,111,98,107,95,103,101
Nc1ccc([N+](=O)[O-])cc1N,145,105,93,121,116,107,85,98,96
C[C@]12C=CC(=O)C[C@@H]1CC[C@@H]1[C@@H]2CC[C@]2(C)[C@@H](O)[C@@H](O)C[C@@H]12,128,117,105,99,93,113,110,98,101
CN1CC(=O)[C@@H]2C[C@@]23c2cccc4[nH]cc(c24)C[C@@H]13,99,105,103,96,113,100,88,107,99
CC(=O)OC1CCC2C3CCC4CC(=O)C(F)CC4(C)C3CCC12C (stereo not given),96,118,106,98,120,107,89,118,104
CCCCCCCCCCCC(=O)OOC(=O)CCCCCCCCCCC,96,105,105,97,100,98,90,105,/

(continued)
molecule,OVCAR-5,OVCAR-3,HCC-2998,OVCAR-4,DU-145,SW-620,PC-3,KM12,OVCAR-8
CCOC(=O)C1=C(Nc2ccccc2)C(=O)OC12C(=O)Nc1ccccc12 (stereo not given),103,104,115,107,114,97,91,105,105
N#CC(C#N)=Cc1ccccc1F,110,117,108,104,113,102,101,106,103
Cn1cc(-c2csc(-c3cn(CCCCN4CCOCC4)c4ccc(F)cc34)n2)c2cccnc21,79,90,92,85,100,20,49,52,81
CCOP(=S)(OCC)Oc1ccc(Sc2ccc(OP(=S)(OCC)OCC)cc2)cc1,112,110,96,112,99,102,87,98,108
NC(N)=Nc1ccc(N)cc1,108&105,108&105,88&112,107&128,114&101,95&102,93&97,102&103,96&107
CCN1C(=O)NC(=O)C(C)(N2C(=O)c3c(F)c(F)c(F)c(F)c3C2=O)C1=O (stereo not given),43,-90*,41,1.9*,32,-78*,12,-60*,3.3*
NC1Cc2ccccc2C1,109,103,97,97,105,99,92,103,95
CCC(C)[C@H]1C(=O)O[C@H](C(C)C)C(=O)N(C)[C@@H](C(C)C)C(=O)O[C@H](C(C)C)C(=O)N(C)[C@@H](C(C)C)C(=O)O[C@H](C(C)C)C(=O)N1C (stereo not given in full),21,20,32,20,27,17,12,16,15
CN1C(=O)C(=Cc2cn(C(=O)c3ccccc3)c3ccccc23)C(=O)N(C)C1=O,100,113,100,87,110,94,87,111,100
Cc1ccc(Nc2nc(-c3ccc4ccccc4c3)c[se]2)cc1,96,99,98,94,113,99,94,94,98
COc1cc2c(cc1OC)[C@@H]1N(CC2)C(=O)c2ccccc2[C@]1(C)C(=O)O,110,120,106,105,109,106,100,111,102
CC(Cl)C(=O)c1ccc(N)cc1 (stereo not given),112,119,125,99,99,123,99,102,90
CC1(C)N=C(N)N=C(N)N1c1ccc(CCCCc2ccc(S(=O)(=O)F)cc2)c(Cl)c1,40,35,36,80,31,17,7.5*,22,17
Nc1cccc(SC2CC(=O)N(c3ccc(Cl)cc3C(=O)c3ccccc3)C2=O)c1 (stereo not given),94,82,117,78,93,97,33,86,116
CC1(C)N=C(N)N=C(N)N1c1cccc(CCCCc2cccc(S(=O)(=O)F)c2)c1,44,/,/,86,34,33,79,20,64
CN(C)c1ccc(C(=O)c2ccc(N(C)C)cc2)cc1,109,98,106,/,109,101,86,103,73
c1ccc(CNC2CN3CCC2CC3)cc1 (stereo not given),101&103,117&118,96&101,102,115&111,113&107,101&98,115&103,111&115
COc1ccc(C2C3CCC(C3)C2N)cc1 (stereo not given),103,107,105,118,116,104,96,106,98
Clc1ccc(C(OCCN2CCCCC2)c2ccccc2)cc1 (stereo not given),73,104,85,90,102,86,70,93,88
Cc1c([N+](=O)[O-])cc([N+](=O)[O-])cc1S(=O)(=O)O,101,113,107,107,106,100,94,109,98
CC(C#N)c1ccccc1 (stereo not given),103&88,108&109,100&97,107&101,108&109,104&104,95&91,108&106,98&94
NC(=O)OCC(CO)(c1ccccc1)c1ccccc1,95,100,107,100,104,107,93,97,100
CN(C)C(OCCCC(=O)O)C(Cl)(Cl)Cl (stereo not given),98,110,114,90,112,105,99,104,120
C=CCC1(C(C)CCC)C(=O)NC(=S)NC1=O (stereo not given),95&96,93&111,106&101,100&111,101&114,96&99,99&88,101&105,101&93
C=C[C@H]1CN2CC[C@H]1C[C@H]2[C@H](O)c1ccnc2ccccc12,/,107,103,112,103,106,87,105,/
C[C@@]1(CO)[C@H](O)CC[C@@]2(C)[C@H]1CCC1C[C@@H]3C[C@@]12CC[C@]3(O)CO (stereo not given in full),123,78,65,75,54,47,68,68,51
CO[C@@H](c1ccccc1Cl)[C@H](C)OC(N)=O,91,111,91,112,106,100,98,109,103
c1cncc(C2Nc3cccc4cccc(c34)N2)c1,109,104,105,84,117,103,/,106,91
O=NN(CCF)C(=O)NCCCl,102,120,105,97,108,104,101,106,95
O=S(c1ccc(Cl)cc1)c1ccc(Cl)cc1,108,108,93,115,110,104,99,106,97

New compounds follow.
molecule,OVCAR-5,OVCAR-3,HCC-2998,OVCAR-4,DU-145,SW-620,PC-3,KM12,OVCAR-8
Clc1cccc(Cl)c1C(Cl)Cl,109,115,89,103,113,104,89,109,101
C[N+]1(C)C2CCC1CC(OC(=O)C(CO)c1ccccc1)C2 (stereo not given),102,110,102,113,119,109,88,104,99
CCn1c2ccccc2c2cc(C(=O)c3ccc(C)c4ccccc34)ccc21,29,7.7*,30,49,18,12,19,13,23
Cc1ccc(C(=O)CCl)c(C)c1,95,105,110,97,111,108,97,103,106
CC(C)CC(C)OP(=S)(S)OC(C)CC(C)C (stereo not given),116,112,105,107,112,97,101,104,105
O=C(Nc1ccc(Cl)cc1)N1CC1,100&120,115&129,105&101,102,111&113,102&106,100&96,103&101,116&110
O=C(CCl)NC(O)C(Cl)(Cl)Cl (stereo not given),116,116,117,109,112,99,97,112,94
CC1C(=O)NC(=O)NC1=O,92,109,105,112,111,99,100,103,107
O=C1NC(=O)C(=Cc2ccncc2)C(=O)N1,99,112,100,/,114,103,93,109,101
CN1CCN=C(c2ccccc2)c2cc(Cl)ccc21,27,122,129,101,105,112,95,113,99
CN1CCN(c2nc(N)cc(=O)[nH]2)CC1,105,124,110,107,123,111,90,102,108
CCCCC(C(=O)c1ccccc1)N1CCOCC1 (stereo not given),103,107,108,106,110,98,95,103,100
CC(NC(=O)CCl)C(=O)O (stereo not given),109,110,109,106,109,98,89,113,104
NC(=O)CI,99,103,117,98,102,104,94,94,99
CC1=C(SCCC(=O)OCC(=O)NCCC[Te]c2ccccc2)C(=O)c2ccccc2C1=O,-0.6*,-26*,10,87,-6.6*,22,-9.1*,3.0*,5.8*
NC(=O)c1c(Br)n(C2OC(CO)C(O)C2O)c2ncnc(N)c12 (stereo not given),24,-43*,18,16,1.1*,1.1*,-10*,-8.1*,5.8*
COC(=O)C(c1ccccc1)N1CCCCCC1 (stereo not given),98,106,109,103,107,97,95,92,114
OC(CNCc1ccccc1)c1ccc(Cl)cc1 (stereo not given),97,124,104,107,114,105,91,114,98
CCCC(=O)OC(C(Cl)(Cl)Cl)P(=O)(OC)OC (stereo not given),111,107,107,123,111,/,98,109,105
CC(=O)C1CCC2C3CCC4CC(O)CCC4(C)C3C(=O)CC12C (stereo not given),108,103,98,102,105,97,90,106,103
CC(=O)c1ccc(Br)cc1,94,124,96,103,118,106,98,119,101
CC(=O)OC[C@]1(C)C=C2C(=O)[C@](C)(O)C3(CC3)C(C)=C2[C@H]1OC(=O)N(C)CCN(C)C(=O)OC(C)(C)C,3.2*,-8.0*,6.6*,-2.2*,3.6*,10,-21*,13,-12*
C=C(C(=O)OC1CC2CCC(C1)[N+]2(C)[O-])c1ccccc1 (stereo not given),104,119,98,116,109,105,96,110,103
Nc1cccc(Cl)c1,96,97,104,115,126,100,104,106,116
COC(=O)C1C=C2c3cccc4[nH]cc(c34)CC2N(C)C1 (stereo not given),105,92,93,89,114,105,83,97,85
O=C(O)c1ccccc1C(=O)O,119,112,98,118,116,99,99,104,106
C/C(=C\c1ccn(-c2ccc(N)cc2)n1)[C@@H]1C[C@@H]2O[C@]2(C)CCC[C@H](C)[C@H](O)[C@@H](C)C(=O)C(C)(C)[C@@H](O)CC(=O)O1,33,2.0*,-0.7*,67,-9.0*,38,13,15,30
O=[N+]([O-])c1ccccc1CBr,102,101,99,106,105,109,94,101,115
O=C1NC(=O)C(Nc2ccc(Cl)c(Cl)c2)C(=O)N1,94,110,103,99,110,103,92,100,100
C[C@@H]1C[C@@]2(C)C(=CC1=O)CC[C@@H]1[C@@H]2[C@@H](O)C[C@@]2(C)[C@H]1CC[C@]2(C)O,82,103,94,85,105,102,83,100,87

The results go on.
molecule,OVCAR-5,OVCAR-3,HCC-2998,OVCAR-4,DU-145,SW-620,PC-3,KM12,OVCAR-8
O=C(O)CCc1c[nH]c2ccc(N(CCCl)CCCl)cc12,101,95,100,100,103,/,87,100,97
CCCCC1(CCC(C)C)C(=O)NC(=O)NC1=O,112,112,100,/,110,108,97,110,104
CNC(=O)Oc1ccc(N(C)C)cc1C(C)C,100,98,/,86,101,116,/,112,105
[O]=[Sn]([CH]1CCCCC1)[CH]1CCCCC1,-97*,-98*,-99*,-99*,-98*,-87*,-91*,-94*,-66*
CN1C(=O)C(=Cc2cn(C(=O)c3ccc(Cl)cc3)c3ccccc23)C(=O)N(C)C1=O,106,101,107,110,129,102,84,112,93

Reformatted with values under each structure: part of the list above.
Each structure is followed by: OVCAR-5	OVCAR-3	HCC-2998	OVCAR-4	DU-145	SW-620	PC-3	KM12	OVCAR-8
CCCCC1(CCC(C)C)C(=O)NC(=O)NC1=O
→ 112	112	100	/	110	108	97	110	104
CNC(=O)Oc1ccc(N(C)C)cc1C(C)C
→ 100	98	/	86	101	116	/	112	105

One compound at a time, from the list above. Order of screens: OVCAR-5 | OVCAR-3 | HCC-2998 | OVCAR-4 | DU-145 | SW-620 | PC-3 | KM12 | OVCAR-8
Entry for `CNC(=O)Oc1ccc(N(C)C)cc1C(C)C` : 100 | 98 | / | 86 | 101 | 116 | / | 112 | 105
Entry for `O=C(O)CCc1c[nH]c2ccc(N(CCCl)CCCl)cc12` : 101 | 95 | 100 | 100 | 103 | / | 87 | 100 | 97
Entry for `CN1C(=O)C(=Cc2cn(C(=O)c3ccc(Cl)cc3)c3ccccc23)C(=O)N(C)C1=O` : 106 | 101 | 107 | 110 | 129 | 102 | 84 | 112 | 93
Entry for `[O]=[Sn]([CH]1CCCCC1)[CH]1CCCCC1` : -97* | -98* | -99* | -99* | -98* | -87* | -91* | -94* | -66*

From PubChem
